Screens (PubChem)
PhoP GFP inhibition: PhoP regulon inhibitors, Salmonella typhi PhoP promoter GFP reporter, confirmatory (AID 1850) | 310,000 tested, 0.33% active | one-dose inhibition, % at 50 µM; IC50 in µM for titrated hits | Salmonella Typhi PhoP-promoter GFP reporter, fluorescence, 4 h; higher % means a stronger effect; in the data active means a potency from the dose series; inconclusive means inhibition mostly from about 25% at the one dose, without a potency; inactive means the rest, 99 in 100 with inhibition below about 19%;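 further: 0% = induced wells with vehicle and 100% = uninduced wells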
influenza NS1A: H1N1 influenza NS1A inhibitors, functional cell based assay (AID 504329); NS1A functional cell-based assay, percent inhibition; higher % means a stronger effect; inhibition, % at 12.5 µM; hits with a dose series show IC50 in µM; 340,000 tested, 0.3% active; in the data active means a potency from the dose series; inconclusive means inhibition above about 27% without an active follow-up result; further: strong numbers were not always called active
tuberculosis growth: growth inhibition of non-replicating M. tuberculosis (AID 488890); Mycobacterium tuberculosis non-replicating, growth inhibition; higher % means a stronger effect; inhibition, % at 25 µM, or IC50 in µM where a hit was titrated; 320,000 tested, 0.39% active; in the data active means a potency from the dose series; inconclusive means inhibition mostly from about 82% at the one dose, without a potency; inactive means the rest, 99 in 100 with inhibition below about 76%;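 further: plate controls were DMSO cells for no effect and high antibiotic wells for full effect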
inhibitors of VEEV: inhibitors of VEEV TC-83 cytopathic effect, confirmation, Vero cells (AID 588727). 350,000 tested, 0.13% active. Vero cells, VEEV TC-83 cytopathic effect inhibition; higher % means a stronger effect. inhibition, % at 20 µM, or IC50 in µM where a hit was titrated; in the data active means a potency from the dose series; inconclusive means inhibition mostly from about 14% at the one dose, without a potency; inactive means the rest, 99 in 100 with inhibition below about 12%; further: strong numbers were not always called active
H37Rv inhibition: M. tuberculosis growth inhibition, HTS (AID 449762); M. tuberculosis H37Rv growth inhibition, 7H9 media; higher % means a stronger effect; 330,000 tested, 0.59% active; inhibition, % at 25 µM, or IC50 in µM where a hit was titrated; in the data active means a potency from the dose series; inconclusive means inhibition above about 70% without an active follow-up result;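 further: bacterial growth assessed after seven days of incubation; strong numbers were not always called active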
inhibitors of VEEV 10K pilot screen: second read-out of inhibitors of VEEV, no call of its own (marks repeat the call); inhibition, %; measured here: 10K pilot screen inhibition
* hit, by the source's call; i = inactive; ? = inconclusive; nt = not tested or not shown.

SMILES	PhoP GFP inhibition	influenza NS1A	tuberculosis growth	inhibitors of VEEV	H37Rv inhibition	others
CC(C)C(=O)N1CCN(c2ccccc2NC(=S)NC(=O)Cc2ccccc2)CC1	-3%	-5%	7%	8.0%	1%
Cc1cccc(CS(=O)(=O)c2ncc(Cl)c(C(=O)NCc3ccccc3)n2)c1	3%	7%	?	22%	-2%
O=C(c1ccoc1)N1CCCC(Nc2ccc(F)c(F)c2)C1 (configuration not stated)	-11%	-13%	-3%	2.7%	0%
CC(C)=CCN1CCN(Cc2ccoc2)CC1CCO (configuration not stated)	5%	-10%	19%	0.2%	0%
O=S(=O)(Nc1nnc(C2CCCCC2)s1)c1ccc(F)cc1	-16%	-7%	36%	0.8%	9%
O=c1c2ccccc2nnn1COc1ccc(Cl)cc1Br	5%	4%	16%	0.8%	-6%
COc1ccc(NC(=O)Cn2c(CCC(=O)O)ccc2-c2ccccc2)cc1	-6%	16%	0%	2.4%	-2%
Cc1ccc(N2C(=O)N3[C@H](c4ccc(Br)cc4)[C@@H]4C(=O)N(C(C)(C)C)C(=O)[C@@H]4[C@]3(C)C2=O)cc1	-3%	9%	-1%	0.4%	7%
CN1C(=S)SC2CS(=O)(=O)CC21 (configuration not stated)	1%	nt	-6%	i	0%
O=C(CSc1nccc(=O)[nH]1)NCc1ccc(Cl)cc1	17%	-12%	-15%	9.6%	-2%

In the list so far, these contain sulfur:
SMILES	PhoP GFP inhibition	influenza NS1A	tuberculosis growth	inhibitors of VEEV	H37Rv inhibition	others
CC(C)C(=O)N1CCN(c2ccccc2NC(=S)NC(=O)Cc2ccccc2)CC1	-3%	-5%	7%	8.0%	1%
Cc1cccc(CS(=O)(=O)c2ncc(Cl)c(C(=O)NCc3ccccc3)n2)c1	3%	7%	?	22%	-2%
O=S(=O)(Nc1nnc(C2CCCCC2)s1)c1ccc(F)cc1	-16%	-7%	36%	0.8%	9%
CN1C(=S)SC2CS(=O)(=O)CC21 (configuration not stated)	1%	nt	-6%	i	0%
O=C(CSc1nccc(=O)[nH]1)NCc1ccc(Cl)cc1	17%	-12%	-15%	9.6%	-2%

The listing picks up, starting two compounds before the break.
SMILES	PhoP GFP inhibition	influenza NS1A	tuberculosis growth	inhibitors of VEEV	H37Rv inhibition	others
CN1C(=S)SC2CS(=O)(=O)CC21 (configuration not stated)	1%	nt	-6%	i	0%
O=C(CSc1nccc(=O)[nH]1)NCc1ccc(Cl)cc1	17%	-12%	-15%	9.6%	-2%
CC(C)(C)NC(=O)CN(C(=O)CCC(=O)Nc1nccs1)c1ccc(F)cc1	-1%	-3%	-4%	3.7%	4%
COc1ccc(CN(C(=O)c2cccs2)c2ccccc2C(=O)O)cc1	-5%	-3%	9%	1.1%	-7%
CCOC(=O)C1=C(CNCc2ccccc2Cl)NC(=O)NC1c1cccc([N+](=O)[O-])c1 (configuration not stated)	10%	-6%	40%	1.4%	-6%
CN(C)c1ccc(N=Nc2ccc(S(N)(=O)=O)cc2)cc1	-4%	12%	18%	i	-5%
COC(=O)c1nn(-c2ccc(OC)cc2)c(=O)cc1Oc1ccccc1	-5%	-1%	-4%	1.0%	-7%
O=C(Nc1cccc(NS(=O)(=O)c2ccc(S(=O)(=O)NC3CC3)cc2)c1)c1ccccn1	-3%	3%	27%	8.0%	6%
Cc1cc(NC(=O)CSc2ccc3nnc(-c4cccc(F)c4)n3n2)no1	-2%	-7%	3%	2.1%	3%
O=C(Cn1nnc(-c2ccccc2)n1)NC1CCS(=O)(=O)C1 (configuration not stated)	-6%	-9%	-1%	2.6%	-9%
Cc1ccc(CNCc2cc(Cl)ccc2O)cc1	-16%	4%	i	i	5%
CCn1nnnc1SCC(=O)c1ccc(NC(C)=O)cc1	-7%	9%	3%	1.7%	-2%
COCCNCCCOc1ccc(Cl)cc1Br	-7%	6%	20%	0.5%	8%	inhibitors of VEEV 10K pilot screen=0.1
Cc1ccc2c(c1)-c1nc3ccccc3cc1C2=NC1CCCCC1	-7%	-11%	39%	0.4%	-3%
COc1ccc(-n2nc(C(=O)NCC(=O)NCCCN3CCN(C)CC3)c3ccccc3c2=O)cc1OC	-14%	6%	8%	0.2%	0%
CCc1nc(SCC(=O)N2CCN(C(=O)c3ccco3)CC2)c2c3c(sc2n1)CCCC3	2%	2%	2%	i	?
O=C(NCc1c(F)cccc1F)c1cc(COc2c(F)cccc2F)on1	-2%	-2%	30%	i	-5%
O=C(O)CC1Sc2nnc(COc3ccc(Cl)cc3)n2N=C1c1ccccc1 (configuration not stated)	-6%	-5%	-5%	0.7%	-8%
Cc1ccc(C(=O)c2ccc([N+](=O)[O-])cc2)cc1	8%	7%	22%	0.9%	0%
CCC(=O)c1c(NC(CC)CO)cc(C)oc1=O (configuration not stated)	-5%	-3%	-19%	0.2%	9%
CCOC(=O)c1cc(NC(=O)CSc2nnc(CN3CCOCC3)n2C)ccc1Cl	-3%	10%	18%	2.0%	-6%
O=C(CSCc1ccc(Cl)cc1)N/N=C/c1ccc(OCC(=O)Nc2ccccc2)cc1	3%	-21%	15%	i	-4%
CCc1nnc(SCc2ccc(OC(C)C)cc2)n1N	-1%	0%	-12%	2.5%	-8%
COc1ccccc1C(=O)Nc1ccnn1C1CCN(C(=O)C2CCOC2)CC1 (configuration not stated)	1%	6%	3%	1.0%	-1%
CC(C)Cn1c(CCNC(=O)c2ccco2)nc2ccccc21	7%	3%	21%	1.1%	2%
CCOC(=O)N1CCN(C(=O)CCn2c(=S)[nH]c3ccsc3c2=O)CC1	4%	1%	-7%	1.3%	1%
O=C(CN(C(=O)c1csnn1)c1ccccc1Cl)NC1CCCC1	13%	-11%	-5%	1.6%	4%
Cc1ccnc(NS(=O)(=O)c2ccc(NC(=O)C34CC5CC(C)(CC(C)(C5)C3)C4)cc2)n1	0%	-8%	32%	i	-5%
CN=c1scc(-c2ccccc2F)n1/N=C/c1ccc(O)c(O)c1O	nt	23%	nt	i	nt
CCc1ccc(Nc2nnc(SCC(=O)N(C)CC(=O)Nc3ccccc3CC)s2)cc1	5%	-8%	23%	1.2%	5%
CCOC(=O)N1CCN(C(=O)C2CCN(Cc3nc(-c4ccccc4C)oc3C)CC2)CC1	4%	3%	21%	i	-7%
CC(NC(=O)OCc1ccccc1)C(=O)NCC(=O)NC(Cc1ccc(OC(C)(C)C)cc1)C(=O)OC(C)(C)C (configuration not stated)	2%	-2%	6%	0.4%	-2%
Cc1cc(C)cc(NC(=O)CSc2nc3nc(C)cc(C)c3c(=O)[nH]2)c1	nt	-10%	29%	9.9%	-11%
CN1C(C(=O)Nc2ccc(OC(F)(F)F)cc2)=CC(c2ccco2)=NS1(=O)=O	5%	0%	56%	1.8%	10%
CCc1ccc(N(CC(=O)N2CCCCCC2)S(C)(=O)=O)cc1	5%	21%	17%	i	28%
Cc1ncc(CO)c(/C=N/NC(=O)c2ccoc2C)c1O	nt	7%	nt	2.0%	nt
Cc1ccc(N(CC(=O)Nc2ccc(F)c(Cl)c2)S(=O)(=O)c2c(C)noc2C)cc1	-4%	8%	-14%	1.9%	1%
CC(Oc1ccc2c3c(c(=O)oc2c1)CCCC3)C(=O)NCCN1CCOCC1 (configuration not stated)	5%	3%	7%	i	1%
CCOC(=O)c1cn(CC)c2ccc(S(=O)(=O)N3CC(C)CC(C)C3)cc2c1=O (configuration not stated)	-2%	15%	-6%	0.5%	-8%	inhibitors of VEEV 10K pilot screen=0.7
O=C(Cn1nc(-c2ccc(Cl)cc2)ccc1=O)NCC1COCCO1 (configuration not stated)	-10%	4%	-14%	0.4%	16%
O=c1c2c(nc3c(-c4ccccc4)c[nH]n13)CCC2	-4%	-3%	?	0.2%	?
COc1ccc(C(NC(=O)CC(C)C)NC(=O)CC(C)C)cc1OC	8%	-16%	-11%	1.6%	-12%
O=C(Nc1ccc(SC(F)F)cc1)c1ccc(F)cc1	11%	-7%	58%	0.7%	6%
CCOC(=O)N1CCN(C(=O)CSc2nc(CC)nc3c2c(=O)n(C)c(=O)n3C)CC1	4%	3%	7%	0.9%	-2%
COc1ccc(CCNC(=O)CSc2ncc(C(=O)Nc3ccccc3)c(=O)n2C)cc1	11%	0%	-10%	0.2%	-4%
O=C(O)c1cccc(N/N=C(\N=Nc2ccccc2)c2ccccc2)c1	-7%	35µM*	28%	0.4%	?
COCCCNCCOc1ccc(C(C)(C)c2ccccc2)cc1	0%	-6%	50%	i	8%
CC(NC(=O)c1ccccc1)C(=O)OCC(=O)N1c2ccccc2Sc2ccccc21 (configuration not stated)	-4%	4%	-6%	0.9%	-3%
CCOc1cc(CNS(=O)(=O)c2cn(C)cn2)cc(OCC)c1OCC	-9%	5%	-13%	0.7%	-1%
CCOC(=O)Cc1csc(NS(=O)(=O)c2ccccc2)n1	-1%	-9%	-2%	5.8%	-5%
CC(=O)Nc1ccc(NS(=O)(=O)c2cc(-c3n[nH]c(=O)c4ccccc34)ccc2C)cc1	5%	-3%	26%	6.9%	17%
CC(C)Cn1c(N)c(C(=O)CSc2nncs2)c(=O)n(C)c1=O	nt	-9%	-1%	0.9%	5%
Other entries follow:
SMILES	PhoP GFP inhibition	influenza NS1A	tuberculosis growth	inhibitors of VEEV	H37Rv inhibition	others
CCN1CCN(c2ccc(S(=O)(=O)N3CCCCC3)cc2NC(=O)c2sccc2C)CC1	6%	-7%	7%	5.0%	0%
CCCCOc1ccc(/C=C(\C#N)C(=O)NC2CC2)cc1	6%	nt	69%	i	4%
Cc1ccc(C(NC(=O)N2CCOCC2)C(Cl)(Cl)Cl)cc1F (configuration not stated)	0%	0%	31%	0.1%	9%
O=C1NC(=O)C(=Cc2ccsc2)C(=O)N1	6%	-19%	-9%	1.8%	-2%
COc1cccc(-c2nnc3n2N=C(C(C)(C)C)CS3)c1	-5%	-4%	4%	i	-2%
CN(C(=O)c1ccccc1-c1ccccc1C(=O)O)c1ccccc1	-6%	-7%	6%	0.2%	5%
O=C(NCc1ccccn1)C(=O)NCC1OCCN1C(=O)c1ccc(Cl)cc1 (configuration not stated)	-1%	-3%	19%	0.4%	-4%
CCC1CCCCN1CCCNC(=O)c1c(O)nc2cc(C)ccn2c1=O (configuration not stated)	-10%	-3%	-14%	0.1%	7%
NS(=O)(=O)c1ccc(CCNC(=O)c2ccc(Cl)c(S(=O)(=O)N3CCCCCC3)c2)cc1	nt	3%	nt	7.1%	nt
COc1ccccc1-c1ccc(SCC(=O)NC2CCCCC2)nn1	-2%	-3%	28%	8.2%	1%
Cc1ccc(-n2c(O)c(/C=C3/C(c4ccccc4)=Nc4ccccc43)c(=O)[nH]c2=O)cc1	-2%	9%	27%	6.9%	-2%
Cc1cc(C)n(-c2nnc3c4ccccc4n(C)c3n2)n1	2%	-25%	59%	8.3%	17%
Cc1ccc(NC(=O)C2=C(O)c3ccccc3N(C)S2(=O)=O)cc1	-8%	1%	9%	6.1%	nt
COc1ccc(C(=O)C(c2ccccc2)N2CCOCC2)cc1 (configuration not stated)	0%	2%	nt	i	-1%
CC(=O)NCCC(=O)N1CCc2c([nH]c3ccccc23)C1c1cccc(C)c1 (configuration not stated)	-15%	-8%	6%	1.5%	-1%
CCN(CC)C(=O)Nc1cnc2ccccc2c1	-5%	-15%	2%	2.2%	51%
CCCCCSc1cc(O)c(C(CNC)C(C)C)cc1OC (configuration not stated)	-3%	6%	29%	i	9%
O=C(Nc1ccccc1)NC1CCCCCCC1	9%	nt	24%	2.7%	?
COc1ccc(S(=O)(=O)c2nnn(-c3ccccc3Cl)c2N)cc1	-11%	-2%	30%	i	9%
O=c1[nH][nH]c(C(F)(F)F)c1C=Nc1cccc(Cl)c1	11%	1%	-7%	0.6%	-2%	inhibitors of VEEV 10K pilot screen=1.5
CN(C)c1ccc(/C=N/NC(=O)c2sccc2-n2cccc2)cc1	6%	5%	-2%	1.5%	3%
CN(NS(=O)(=O)c1ccc(F)cc1)c1ncc(C(F)(F)F)cc1Cl	2%	nt	58%	1.2%	18%
O=C(N/N=C(\c1ccccc1)c1cccnc1)C(O)(c1ccccc1)c1ccccc1	10%	-29%	3%	5.1%	2%
O=C(COC(=O)c1cc(=O)[nH]c2ccccc12)NCc1ccccc1Cl	nt	-8%	37%	1.4%	-5%
COc1ccc2[nH]cc(CCNS(=O)(=O)c3ccc(C)cc3)c2c1	-1%	0%	-1%	i	5%
CC(=O)Nc1ccc(C(O)(C(F)(F)F)C(F)(F)F)cc1	7%	6%	-1%	1.9%	2%
COC(=O)[C@H](C)NC(=O)Nc1ccc(OC(F)(F)F)cc1	3%	12%	-3%	2.7%	-2%
COc1cccc(NC(=O)CSc2ccc(-c3ccco3)nn2)c1	-3%	-6%	63%	8.7%	-15%
